Screens deposited in PubChem by National Center for Advancing Translational Sciences (NCATS).
JMJD2A Tudor = inhibitors of human JMJD2A Tudor domain; O75164; AlphaScreen JMJD2A-Tudor / H3K4me3 peptide binding; Potency, µM (series often up to 114 µM), for inactives: top-dose activity change, negative = inhibition, usual class: inhibitors; hit rate 4.4% among 390,000; also: potency is read from the fitted curve at half-maximal effect; % is scaled to controls: 0 for no effect and ±100 for the full control effect; nearly all actives have a fitted effect of over 50% in size
ERG Ets-DNA blk = blocks human ERG Ets domain binding to DNA. Potency, µM (doses to about 76.9 µM), for the others: at the highest dose FP activity, negative = inhibition, hits mostly inhibitors. hit rate 0.028% among 370,000. AID 624246. fluorescence polarization, His-ERG Ets domain / labelled DNA; active = well fitted inhibition curve with a large enough effect in the polarisation, with a control signal flat; inconclusive = small, poorly fitted or top-dose-only effect, or effect the other way, or a change in a side signal; inactive = no such curve, though single readings can be large or run the other way; the % refers to the polarisation;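 also: polarization taken with two DNA probes labelled with fluorescein and Texas red; potency is read from the fitted curve at half-maximal effect; % of control where 0% means no effect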
Target sequence (P11308 whole entry, looked up, the tested form may be a part): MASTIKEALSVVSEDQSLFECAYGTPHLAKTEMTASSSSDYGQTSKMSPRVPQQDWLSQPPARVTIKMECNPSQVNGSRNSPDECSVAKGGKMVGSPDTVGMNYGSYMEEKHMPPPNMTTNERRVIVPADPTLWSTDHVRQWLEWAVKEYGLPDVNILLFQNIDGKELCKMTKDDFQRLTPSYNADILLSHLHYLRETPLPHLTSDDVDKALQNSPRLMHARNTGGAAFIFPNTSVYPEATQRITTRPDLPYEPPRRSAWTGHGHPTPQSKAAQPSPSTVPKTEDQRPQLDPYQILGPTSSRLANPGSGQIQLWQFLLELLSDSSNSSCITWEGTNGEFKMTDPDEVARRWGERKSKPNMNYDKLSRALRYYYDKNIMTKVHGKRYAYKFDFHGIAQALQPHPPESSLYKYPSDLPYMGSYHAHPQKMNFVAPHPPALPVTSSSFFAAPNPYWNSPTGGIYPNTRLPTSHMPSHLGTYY
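His-tagged ERG Ets domain (1 uM in the protein solution; 300mM KCl, 50mM Tris-HCl, 1mM EDTA, 1mM DTT, pH 7.5) received compound, then a probe mix of 5 nM fluorescein-DNA and 100nM Texas-615-DNA. Fluorescence polarization was read for both dyes.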
HP1b binding inh = inhibitors of HP1-beta chromodomain binding to methylated histone tails. P83916. AlphaScreen HP1-beta / biotin-H3K9me3 peptide binding. Potency, µM (series often up to 114 µM), inactives show at the highest dose activity change, negative = inhibition, most hits filed as inhibitors. hit rate 0.56% among 390,000. AID 540317; also: potency is read from the fitted curve at half-maximal effect; nearly all actives have a fitted effect of over 70% in size; inactives centre near 23
Target sequence (P83916 whole entry, looked up): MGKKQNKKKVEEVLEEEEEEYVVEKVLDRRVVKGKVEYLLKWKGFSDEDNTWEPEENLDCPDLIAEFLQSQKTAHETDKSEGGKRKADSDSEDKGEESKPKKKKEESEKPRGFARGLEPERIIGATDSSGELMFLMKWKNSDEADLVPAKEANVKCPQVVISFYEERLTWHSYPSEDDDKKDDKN
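AlphaScreen: HP1-beta (50 nM) preformed 30 min with biotin-H3(1-18)K9me3 peptide (50 nM) in PBS pH 7.4, 0.01% Tween-20. Compound added for 30 min at RT, then streptavidin donor/nickel chelate acceptor beads (10 ug/mL) for 30 min.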
PI4K2A block = blocks human PI4K2A kinase activity. activity change, negative = inhibition, % at 76.9 µM. purified PI4K2A, ADP-Glo luminescence, 1 h; stronger effect = lower value. hit rate 0.13% among 420,000. Q9BTU6. AID 1346378; in the data active = activity change below about -50%; inconclusive = mostly about -30% to -49%;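 also: -100% = wells without enzyme as full effect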
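Compounds are screened against recombinant PI4K2A using PI as substrate and ATP, the latter dispensed at 300 microM. Reactions run one hour at ambient temperature before ADP-Glo detection; full inhibition defined by wells lacking enzyme.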
G9a block = G9a (human) methyltransferase inhibition; Q96KQ7; G9a H3K9 monomethylation, AlphaScreen, 2 h; Potency, µM (top dose mostly 102 µM), for the others: at the highest dose activity, negative = inhibition, usual class: inhibitors; hit rate 8.8% among 350,000; also: potency is read from the fitted curve at half-maximal effect; % is scaled to controls: 0 for no effect and ±100 for the full control effect; nearly all actives have a fitted effect of over 75% in size
Target sequence (Q96KQ7 913-1193 limits assumed): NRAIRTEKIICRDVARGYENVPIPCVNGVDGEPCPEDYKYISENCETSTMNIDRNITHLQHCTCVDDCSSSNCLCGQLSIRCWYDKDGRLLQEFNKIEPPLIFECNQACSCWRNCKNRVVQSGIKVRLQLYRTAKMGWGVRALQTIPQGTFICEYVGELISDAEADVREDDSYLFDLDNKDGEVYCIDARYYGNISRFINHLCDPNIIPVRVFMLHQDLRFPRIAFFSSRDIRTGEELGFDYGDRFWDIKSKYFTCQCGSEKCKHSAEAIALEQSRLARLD
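Compounds were preincubated with 20 nM G9a for 15 min, after which biotinylated H3K9 peptide (500 nM) and SAM (20 uM) started a 2 h room-temperature reaction. Monomethylated product was quantified by antibody-based AlphaScreen chemiluminescence.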
Pin1 inh = human Pin1 inhibition | Q13526 | Pin1 FP peptide displacement, HiFluor488, 10 min | Potency, µM (series often up to 115 µM), for the others: at the top dose activity, negative = inhibition, actives largely listed as inhibitors | hit rate 0.009% among 390,000; active = well fitted inhibition curve with a large enough effect in the polarisation, with a control signal flat, not every such curve was filed as active; inconclusive = small, poorly fitted or top-dose-only effect, or effect the other way, or a change in a side signal; inactive = no such curve, though single readings can be large or run the other way; the % refers to the polarisation; also: potency is read from the fitted curve at half-maximal effect; % is scaled to controls: 0 for no effect and ±100 for the full control effect
GLS inhibitor = inhibitors of human glutaminase (GLS); O94925; GLS enzymatic activity, qHTS titration; Potency, µM (doses to about 45.5 µM), without a hit: at the top dose activity change, negative = inhibition, hits mostly inhibitors; hit rate 0.21% among 410,000; AID 624170; also: potency is read from the fitted curve at half-maximal effect; % is scaled to controls: 0 for no effect and ±100 for the full control effect
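hKGA in 45 mM KH2PO4 (pH 8.2), 0.02% Tween-20 with compound, then 1mM L-Glutamine (stock as added) plus glutamate oxidase/HRP/Amplex red coupling mix. Fluorescence read initially and after 30 min at RT; signal change reflects glutamate formation.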
BAZ2B block = BAZ2B (human) inhibition; Potency, µM (titrated, usually from 114 µM), without a hit: at the top dose activity change, negative = inhibition, hits mostly inhibitors; Q9UIF8; hit rate 4.4% among 360,000; AID 504333; AlphaScreen BAZ2B-H3K14Ac peptide displacement; also: potency is read from the fitted curve at half-maximal effect; % is scaled to controls: 0 for no effect and ±100 for the full control effect; nearly all actives have a fitted effect of over 60% in size
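Protein-peptide AlphaScreen: BAZ2B 50 nM, b-H3K14Ac 50 nM, 1x PBS pH 7.4 + 0.01% Tween-20. Preincubation 30 min RT; cpd 30 min RT (top 110 uM); beads 20 min RT, light-protected.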
Tb PGK inh = T. brucei PGK inhibition; P07378; PGK/GAPDH coupled, Kinase-Glo luminescence, 60 min; Potency, µM (highest dose often 57.5 µM), for the others: at the highest dose activity change, negative = inhibition, usual class: inhibitors; hit rate 0.043% among 380,000; AID 602233; also: potency is read from the fitted curve at half-maximal effect; % is scaled to controls: 0 for no effect and ±100 for the full control effect; nearly all actives have a fitted effect of over 60% in size
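Recombinant glycosomal PGK reaction used 1,3-bisphosphoglycerate generated in-well by GAPDH (100nM final) in 100mM TEA pH 7.6, 5mM MgCl2, 0.01% Tween-20. After 60 minutes at room temperature, ATP was read by Kinase-Glo Plus luminescence end-point.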
Numbers without * were called inactive; i = inactive; ? = inconclusive; / = not tested or not shown; [ ] = dose if it differs, or a comment. Unless noted, calls follow the shape of the dose curve; as a rule, active = well fitted curve in the direction sought with a large enough effect; inconclusive = small, poorly fitted or top-dose-only effect, or another doubt; inactive = no such curve, though single readings can be large; an effect the other way counts as inactive or inconclusive.

SMILES	JMJD2A Tudor	ERG Ets-DNA blk	HP1b binding inh	PI4K2A block	G9a block	Pin1 inh	GLS inhibitor	BAZ2B block	Tb PGK inh
COc1ccc(-n2ccnc(NCCc3ccc(S(N)(=O)=O)cc3)c2=O)cc1	-22.1%	3.1%	-1.1%	-0.1	?	0.5%	1.0%	-12.6%	0.5%
O=c1cc(CN2CCN(Cc3ccccc3)CC2)c2ccc(O)cc2o1	-20.5%	-1.6%	-1.2%	3.0	4.7%	0.8%	7.7%	-18.9%	6.7%
Cc1nn(Cc2ccccc2)c(C)c1NC(=O)CSc1n[nH]c(C)c1[N+](=O)[O-]	-16.4%	-0.3%	22.0%	-5.7	?	-5.0%	-7.9%	-6.6%	-5.6%
COCc1nnc(NC(=O)CSCc2ccccc2)s1	-14.1%	-1.0%	8.7%	-15.3	15.5%[0.0925 µM]	-7.2%	-6.5%	?	-6.1%
CC(=O)c1ccc(O)c(CO)c1	0.0%	-7.1%	19.3%	-13.1	0.1%[12.7 µM]	0.6%	12.5%	1.7%	-5.2%
Cc1ccsc1CCNC(=O)C1CCC(=O)N(CCc2cccc(F)c2)C1 (stereo not drawn)	-13.8%	-14.0%	45.9%[activator]	-5.1	/	-5.3%	-5.4%	-5.3%	i
O=C(O)c1ccccc1-c1ccc(/C=C2\SC(=O)N(c3ccccc3)C2=O)o1	-15.0%	-5.4%	14.6%	-11.1	7.08µM*	33.4%[activator]	-7.2%	?	3.7%
c1ccc2c(Cn3ccnc3)c[nH]c2c1	-29.9%	7.0%	11.1%	5.2	5.4%[12.7 µM]	-1.3%	9.6%	-21.7%	i
CCOC(=O)c1nc(C)n(-c2ccc(Cl)cc2Cl)n1	-6.0%	-2.3%	17.8%	-1.4	?	2.0%	-2.8%	-2.5%	-7.4%
CCOC(=O)C1(Cc2ccc(OC)cc2)CCN(C(=O)C2CC(=O)N(C3CC3)C2)CC1 (stereo not drawn)	-11.3%	-4.7%	44.0%[activator]	0.6	11.6%	-7.7%	1.9%	-13.9%	i
COc1ccc(-c2sc(Nc3cccc4ccccc34)n[n+]2C)c(C)c1C	40.7%[activator]	-20.7%	109.4%[activator]	-2.2	/	-1.5%	-1.3%	/	-9.7%
O=C(CNC(=O)c1cc(Cl)nc2ccccc12)Nc1ccccc1Br	-7.6%	/	39.6%[activator]	-2.7	27.2%[59 µM]	0.7%	-5.0%	9.0%	i

Part of the list above in order of formula weight, falling.
SMILES	JMJD2A Tudor	ERG Ets-DNA blk	HP1b binding inh	PI4K2A block	G9a block	Pin1 inh	GLS inhibitor	BAZ2B block	Tb PGK inh
O=C(CNC(=O)c1cc(Cl)nc2ccccc12)Nc1ccccc1Br	-7.6%	/	39.6%[activator]	-2.7	27.2%[59 µM]	0.7%	-5.0%	9.0%	i
Cc1nn(Cc2ccccc2)c(C)c1NC(=O)CSc1n[nH]c(C)c1[N+](=O)[O-]	-16.4%	-0.3%	22.0%	-5.7	?	-5.0%	-7.9%	-6.6%	-5.6%
COc1ccc(-c2sc(Nc3cccc4ccccc34)n[n+]2C)c(C)c1C	40.7%[activator]	-20.7%	109.4%[activator]	-2.2	/	-1.5%	-1.3%	/	-9.7%
O=c1cc(CN2CCN(Cc3ccccc3)CC2)c2ccc(O)cc2o1	-20.5%	-1.6%	-1.2%	3.0	4.7%	0.8%	7.7%	-18.9%	6.7%
CCOC(=O)c1nc(C)n(-c2ccc(Cl)cc2Cl)n1	-6.0%	-2.3%	17.8%	-1.4	?	2.0%	-2.8%	-2.5%	-7.4%
CC(=O)c1ccc(O)c(CO)c1	0.0%	-7.1%	19.3%	-13.1	0.1%[12.7 µM]	0.6%	12.5%	1.7%	-5.2%

New compounds follow
SMILES	JMJD2A Tudor	ERG Ets-DNA blk	HP1b binding inh	PI4K2A block	G9a block	Pin1 inh	GLS inhibitor	BAZ2B block	Tb PGK inh
COC(=O)c1ccc([C@H]2CC(=O)O2)cc1	-15.4%	-8.3%	16.8%	0.9	/	0.1%	0.1%	-5.1%[57.1 µM]	-4.8%
Cc1nn2cc(-c3ccc(Cl)cc3)nc2s1	-14.6%	3.4%	22.3%	-3.8	-15.9%[12.7 µM]	-26.6%	-11.5%	12.6%	-4.1%
O=C1/C(=C/Nc2ccc3c(c2)OCO3)CCc2ccccc21	-42.2%	5.1%	?	?	1.78µM*	?	21.2%	-38.4%	?
ClCCN1C2=NCCCN2c2ccccc21	-23.9%	16.0%	-1.2%	1.3	23.7%[12.7 µM]	2.0%	-10.6%	-17.3%	-4.2%
Cc1c(-c2nc(-c3ccc(C(F)(F)F)cc3)no2)n(C)oc1=O	-13.1%	-3.4%	31.8%	-5.0	18.8%	-4.6%	2.7%	-15.7%	i
O=C(NCc1ccccc1)C12CC3CC(CC(Cl)(C3)C1)C2	0.7%	0.9%	16.9%	1.3	-5.0%	-3.5%	-3.3%	3.7%	-6.5%
CCOc1cc(/C=N/NC(=O)CNc2cccc(C)c2)ccc1OC(=O)c1ccccc1	?	-4.8%	-3.2%	2.8	6.3%[12.7 µM]	3.6%	14.6%	?	-2.1%
Cc1cc(NC(=O)CSCC(=O)N(c2cccc(Cl)c2)C(C(=O)NC2CCCCC2)c2ccc(O)c(O)c2)no1 (stereo not drawn)	-23.9%	?	?	0.9	13.4%[59 µM]	-4.6%	14.4%	12.4%	0.4%
Cc1ccc2nsnc2c1N(S(C)(=O)=O)S(C)(=O)=O	-27.0%	3.7%	16.2%	-2.7	-20.8%[59 µM]	2.8%	-2.8%	1.3%	-3.1%
COc1cccc(C2=CC(c3ccc(OC)c(OC)c3)NC(=S)N2)c1 (stereo not drawn)	-18.5%	-5.6%	46.3%[activator]	-0.6	/	14.5%	-11.4%	?	1.5%
COC(=O)c1c(-c2ccccc2)csc1NC(=O)CSc1ncnc2sc(C)c(C)c12	-4.9%	0.7%	30.1%	13.7	10.2%	?	14.1%	-33.0%	5.5%
COc1ccc(-c2nc(N)nc(C)c2Oc2ccccc2Br)c(O)c1	?	-1.5%	4.9%	-1.9	-0.1%[12.7 µM]	-23.1%	-2.8%	-33.2%	-6.8%
CC(C)CN(CC(C)C)C(=O)CN1C(=O)NC2(CCc3ccccc3C2)C1=O (stereo not drawn)	-0.3%	-13.5%	24.1%	-0.5	0.2%	0.3%	6.7%	3.9%	i
COc1cccc(NC(=O)Nc2cc(-c3cn4cccnc4n3)ccc2OC)c1	-13.8%	4.2%	-17.4%	-6.4	-30.8%[59 µM]	-3.2%	-8.5%	-27.7%	-7.8%
CN(Cc1ccccc1)C(=O)Cn1c(=O)oc2cc(S(=O)(=O)N3CCCC3)ccc21	-18.6%	-5.9%	28.2%	-2.2	15.7%	-0.7%	-9.9%	5.0%	-4.8%
CC(C)Cc1ccc(CN2CCCC(NC(=O)c3cnc4ccccn4c3=O)C2)cc1 (stereo not drawn)	?	-1.4%	3.6%	-2.9	/	-9.9%	5.2%	/	i
N#Cc1c(N)nc2c(c1-c1ccccc1)CCC2	9.0%	-1.1%	62.7%[activator]	-3.0	6.7%	-6.4%	1.7%	-1.8%	i
COc1cccc(C(=O)NC(=S)Nc2ccccc2N2CCOCC2)c1	?	-0.9%	?	-1.8	65.9%[activator]	-1.9%	11.8%	-0.8%	1.4%
N#Cc1ccccc1NC(=O)COc1ccc2c(c1)OCO2	-3.5%	1.3%	15.3%	-3.4	16.9%	-11.7%	-2.2%	-7.3%	-8.6%
Cc1cccc(N(CC(=O)N2CCCCCC2)S(C)(=O)=O)c1C	-10.3%	0.9%	50.7%[activator]	4.3	/	1.4%	-1.7%	6.5%	7.0%
O=C(NC(N1CCOCC1)C(Cl)(Cl)Cl)c1ccc(F)cc1 (stereo not drawn)	-13.0%	-4.8%	26.6%	7.2	?	-7.5%	0.1%	1.2%	-6.4%
COC(C(=O)Nc1ccccc1C(=O)N1CCOCC1)c1ccccc1 (stereo not drawn)	-3.7%	-17.5%	27.9%	-5.9	-5.9%	-0.5%	-0.2%	-1.9%	-9.9%
Cc1ccc(CNC(=O)C2CC3Cn4c(nc5ccccc54)C3N2C)o1 (stereo not drawn)	-11.3%	1.6%	37.1%	-2.3	-30.3%[12.7 µM]	-5.4%	5.3%	-5.3%	-0.2%
CC(=O)N1c2ccc(S(=O)(=O)NCCC(=O)Nc3ccc(C)c(Cl)c3)cc2CC1C (stereo not drawn)	-5.3%	0.3%	27.9%	7.2	40.3%[activator]	-0.2%	1.9%	-17.5%	-8.7%
COc1ccc(OC)c(C=NNC(=O)c2ccc(NS(=O)(=O)c3cccs3)cc2)c1	-18.5%	5.2%	20.2%	0.3	/	20.4%	37.3%[activator]	/	-6.7%
Cc1ccccc1OCC(=O)Nc1ccc(S(=O)(=O)Nc2ccccn2)cc1	-23.6%	-2.7%	7.6%	0.9	?	0.5%	5.5%	-4.6%	-3.5%
CCCC(C)C(=O)Nc1ccc(S(=O)(=O)N2CCCC2)cc1 (stereo not drawn)	0.7%	10.1%	21.5%	1.7	70.8µM*	-8.9%	-20.2%	10.4%	1.2%
O=c1cc(COn2nnc3ccc(C(F)(F)F)cc32)nc2sccn12	-5.8%	-0.5%	21.7%	0.9	-26.2%[59 µM]	-1.0%	3.1%	0.3%	-4.9%
